ERK EGF block – EGF-driven ERK pathway inhibition. HEK293-V1b, EGF-stimulated phospho-ERK AlphaScreen. Potency, µM (series often up to 11.5 µM), inactives show at the highest dose activity change, negative = inhibition, most hits filed as inhibitors. actives 0.41% (n = 130,000); active means well fitted inhibition curve with a large enough effect; inconclusive means small, poorly fitted or top-dose-only effect, or effect the other way;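 further: plate controls were stimulated vehicle wells for no effect and unstimulated vehicle basal for full effect; nearly all actives have a fitted effect of over 55% in size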
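V1b-HEK293, 1% FBS o/n; cpd 30 min 37C; EGF 25 nM final, 5 min; lyse 10 min; AlphaScreen beads 5 h RT. Normalized DMSO basal vs EGF max; Hill AC50.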
* hit, by the source's call; ? = inconclusive; [ ] = another dose, or the depositor's remark. Potency means the concentration at half of the fitted maximal effect. Some of the compounds tested; the hit share may differ from the screen's.

SMILES	ERK EGF block
COc1cccc(C2(O)CC(C(F)(F)F)=NN2C(=O)c2ccccn2)c1 (stereo not drawn)	-4.8%
CNC(=S)NNC(=O)Cc1ccc(O)cc1	11.5%
CSCC(=O)N1CCCC(CNC(=O)c2ccccc2Cl)C1 (stereo not drawn)	-16.3%
CC(C)(C)OC(=O)NCCCC[C@H](NC(=O)c1[nH]cnc1C(=O)Nc1ccccc1)C(=O)OC(C)(C)C	-15.6%[57.5 µM]
CC(=O)Nc1ccc(NC(=O)c2sc3nc4n(c(=O)c3c2C)CCCCC4)cc1	-10.4%
O=C(Nc1ccc(F)cc1)N1CCc2ccccc2C1	-9.5%
CCCn1c(C)nc2c(NCc3ccccc3)nc(C)nc21	1.0%
Cn1cc(C(=O)c2cccc(Cl)c2)cc1/C=N\O	1.0%
Cc1ccc(C(=O)Nc2cccc([N+](=O)[O-])c2)cc1S(=O)(=O)Nc1ccc(NC(=O)c2ccccc2)cc1	-5.8%
c1cc(-n2nnc3cnccc32)ccn1	-9.7%[57.5 µM]
Cc1cccc(NC(=O)C(=O)NCC2CCCO2)c1 (stereo not drawn)	3.3%
COCc1nnc(NC(=O)c2cc(OC)c(OC)cc2[N+](=O)[O-])s1	-0.4%
NC(=O)Nc1ccc(C(=O)OCC(=O)Nc2ccc([N+](=O)[O-])cc2C(F)(F)F)cc1	5.1%
CCCc1nnc(SCC(=O)O)n1CC	-0.9%[57.5 µM]
Cc1cc(C)nc(SCc2cn3c(C)cc(C)nc3n2)n1	-11.7%[57.5 µM]
O=C(OCc1ccc(Br)cc1)c1cccc(-c2nnc(-c3ccccc3)o2)c1	0.3%
O=C(Nc1nc2ccsc2c(=O)s1)C1CCC1	3.9%[57.5 µM]
CCOC(=O)c1cnc2nc[nH]n2c1=O	?
COCCCn1c(C)csc1=Nc1cccnc1	4.3%
CCCCN1C(=O)/C(=C/C=C2\SCCN2C)SC1=S	?
CN(Cc1ccccc1)c1c([N+](=O)[O-])c(=O)n(C)c2ccccc12	-12.5%[57.5 µM]
Cc1ccc(C(=O)c2ccccc2C(=O)OCC(=O)NCCc2ccc(Cl)cc2Cl)cc1	-13.4%
O=C1CCCc2c1[nH]c1ccc(Cl)cc21	-0.9%
O=C(CN1CCN(C(c2ccccc2)c2ccccc2)CC1)NCc1ccccc1	1.7%
Cc1ccc2c(c1)-c1c(cnn1CC(=O)N1CCCN(Cc3ccccc3F)C1)CO2	-1.4%
Nc1nc(Nc2ccccc2F)nc(N2CCOCC2)c1[N+](=O)[O-]	18.5%[57.5 µM]
CCOc1ccccc1NC(=S)NCCCn1ccnc1	2.0%
O=C(Nn1cnnc1)c1ccc([N+](=O)[O-])cc1	-2.3%
Cc1ccc(/C=N/c2sc3c(c2C(N)=O)CCCC3)o1	-0.7%
C/C(=N\NC(=O)c1ccc(CSc2nncn2C)cc1)c1ccc(Cl)cc1	2.7%
C/C(=N/NC(=O)CN1CCN(Cc2ccccc2Cl)CC1)c1cccnc1	-1.5%[57.5 µM]
Cc1ccc(CN=c2c([N+](=O)[O-])nn(-c3ccc4c(c3)OCCO4)n2O)cc1	8.9%
COc1ccc(Br)cc1S(=O)(=O)NCCCN1CCOCC1	1.6%
Cn1cc(/C=N/NC(=O)COc2ccccc2[N+](=O)[O-])c2ccccc21	-1.7%
COc1ccc(NC(=O)N2CCC3(CC2)CCN(C(=O)c2csnn2)CC3)cc1	-10.2%
S=C(NCc1ccco1)N/N=C/c1ccccc1Cl	0.1%
COc1ccc(CCN(C)CC(=O)Nc2cc(C)nc3ccccc23)cc1OC	-6.6%[57.5 µM]
CCCNC(=O)c1c(O)c2c([nH]c1=O)CCCC2	0.8%
CC(C)c1ccc(S(=O)(=O)c2cc3cc(Br)ccc3oc2=O)cc1	6.6%
O=C(N/N=C/c1cccc(Cl)c1)C(c1ccncc1)N1CCOCC1 (stereo not drawn)	-1.8%[57.5 µM]
COC(=O)CCCC1=CC2=C(c3ccccc3)C(=O)C(C)(OC(=O)C3CCCC3)C(=O)C2=CN1c1ccc(OC)cc1 (stereo not drawn)	?
CCOc1ccc(CNC(=O)c2ccc(Sc3ccc(C)cc3)c(NC(C)=O)c2)cc1OC	17.7%
CCOP(=O)(OCC)C(Nc1ccccn1)c1ccccc1 (stereo not drawn)	5.4%
CCCCCCCCCCOCCC(=O)O	-1.1%
O=C(CN(Cc1ccccc1)S(=O)(=O)c1ccc(Br)cc1)N/N=C/c1ccccc1C(=O)O	-6.9%[57.5 µM]
COc1ccc(-n2c(=O)c3ccccc3n(CC(=O)NCc3ccco3)c2=O)cc1	-0.4%
Cc1cc2nc(CO)[nH]c2cc1C	-18.4%[57.5 µM]
CN(C)/N=C/c1cc(Cl)cc([N+](=O)[O-])c1O	5.9%
CCCS(=O)(=O)N1CCN(C2CCC(C)CC2)CC1 (stereo not drawn)	5.2%
CCOC(=O)c1ccccc1NC(=S)N1CC(C)CC(C)C1 (stereo not drawn)	9.4%
Cc1ccc(/C=N/NC(=S)N2CCOCC2)cc1	-5.9%
COc1ccc(Nc2nc(-c3ccc4c(c3)NC(=O)CO4)cs2)cc1	20µM*
Cn1c(=O)c2c(O)c(C=Nc3ccc(F)cc3)c(=O)n(C)c2n(C)c1=O	-12.1%[57.5 µM]
CC1CCN(CC(=O)Nc2cccc(Cl)c2)CC1	-10.8%
Cc1ccc(C2NC(=O)NC(O)(C(F)(F)F)C2C(=O)c2ccccc2)o1 (stereo not drawn)	-0.4%
COc1cccc(C(c2sc3nc(C)nn3c2O)N2CCN(c3ccccc3F)CC2)c1 (stereo not drawn)	8.4%
COc1cc2c(cc1OC)[C@@H]1C(=O)c3ccc4c(c3O[C@@H]1CO2)C=CC(C)(C)O4	-9.1%
CCOC(=O)C1CCN(C(=O)c2ccccc2NS(=O)(=O)c2cc(C)ccc2C)CC1	6.4%
O=C(NC1CC1)C1=C[C@@H](c2ccc3c(c2)OCO3)C[C@@H](OCCCCO)O1	-4.8%[57.5 µM]
CCOC(=O)/C(=N\Nc1ccccc1Cl)N1CC(C)OC(C)C1 (stereo not drawn)	-9.3%[57.5 µM]

Next part.
SMILES	ERK EGF block
CC(Sc1ccccc1)C(=O)N(CCC#N)Cc1cccnc1 (stereo not drawn)	5.1%
CCOC(=O)CNC(=O)c1sc(NC(=O)/C=C/c2ccccc2)nc1C	-10.3%[57.5 µM]
OC(c1nnc(-c2ccccc2)o1)c1cccs1 (stereo not drawn)	8.6%
c1ccc(-c2csc(NC3=NCCCCC3)n2)cc1	-7.0%
CCOC(=O)C1(CCCc2ccccc2)CCN(C(=O)CCc2cnccn2)CC1	-18.1%[57.5 µM]
CCC(C(=O)OCC(=O)c1ccc2c(c1)NC(=O)CO2)c1ccccc1 (stereo not drawn)	3.7%
Cc1ccc(NC(=O)CN(C)CC(=O)Nc2cccc(F)c2)cc1S(=O)(=O)N1CCCCCC1	?
C#CCOCCOCCOCCNc1nc(N2CCOCC2)nc(N2CCN(C(=O)Cn3cc(CC(C)O)nn3)CC2)n1 (stereo not drawn)	-1.6%
Cc1ccc(CCNC(=O)CNC(=O)c2cccs2)cc1	4.6%
COC(=O)c1sc(N2C(=O)C(=O)/C(=C(/O)c3ccccc3)C2c2ccco2)nc1C (stereo not drawn)	-4.5%
Cn1nnnc1SCC(=O)Nc1nc2ccccc2s1	-5.9%
OCCC1CN(Cc2nc(-c3ccccc3)cs2)CCN1CCc1ccccc1 (stereo not drawn)	-12.2%[57.5 µM]
COC(=O)c1ccc(/C=N/Nc2nc(-c3ccc(Cl)cc3Cl)cs2)cc1	-4.9%
CCOc1ccc(N2C(=O)CC(NC3CCCCNC3=O)C2=O)cc1 (stereo not drawn)	-4.1%
COc1ccc(-c2csc(N=C(N)N)n2)cc1	5.3%
CNc1ccccc1C(=O)OCC(=O)c1ccc(F)cc1	0.7%
COc1cc2[nH]c(=S)nc(NC3CCCC3)c2cc1OC	-6.4%
COC(=O)c1ccc(CNC(=O)COC(=O)C2CC3C=CC2C3)cc1 (stereo not drawn)	-3.8%
Cc1ccc(/C=C/C(=O)c2ccccc(=O)c2O)c(C)c1	-3.8%
COc1ccc(NC(=O)CSc2ccc(NC(C)=O)cc2)cc1S(=O)(=O)N1CCCCC1	-15.0%
Cc1ccc(-c2ccnc3nc(-n4cccc4)nn23)o1	-8.3%
Cc1nc2ccccc2n1C(=O)N(C)C	6.4%
CSc1cccc(NC(=S)N2CCC(N(C)C3CCCC3)CC2)c1	-6.1%
Fc1ccc(CSc2ccc3nnc(-c4cccnc4)n3n2)cc1	-2.1%
CN(C)CC/C=C1/c2cc(F)ccc2CSc2ccc(F)cc21	3.8%
CCOc1ccccc1NC(=O)Cn1nnc(C(=O)NCCc2ccc(OC)c(OC)c2)c1N	-41.1%
O=C(NC1CCCC1)C(c1ccccc1)N(Cc1cccnc1)C(=O)Cc1cccs1 (stereo not drawn)	1.2%
Cc1ccc(S(=O)(=O)NNC(=O)C(O)(c2ccccc2C)c2ccccc2C)cc1	-11.7%
C/C=C/C(=O)OCC(=O)Nc1ccccc1Br	2.9%
Cc1cccc(/C=N/N2CCN(c3ccccc3)CC2)c1	-0.8%
O=C(NC(=S)Nc1cccnc1)c1cccs1	-2.6%
COc1c(C)cc(C(=O)C2CCCN(Cc3cnc(N4CCOCC4)s3)C2)cc1C (stereo not drawn)	0.8%
CN=C1N[C@H](c2ccccc2)N(c2ccccc2)S1	-17.3%
COc1ccccc1CN(C)CC(=O)Nc1ccc(Cl)cc1C(F)(F)F	-7.0%
Cc1cccc(N=Nc2c(C)[nH]n(C(N)=S)c2=O)c1C	-17.5%
CCOc1ccc(C(C)=O)cc1CSc1nc(C)cc(C)n1	-7.2%
CCCN(CC1CC1)C(=S)Nc1ccccc1F	19.8%
O=C(O)c1ccc(-n2c(=O)c3ccccc3c3ccccc3c2=O)cc1	-7.4%
CC(C)C(=O)NC(=S)Nc1ccc(S(=O)(=O)N(C)C)cc1	13.5%
COc1cccc(/C=N/NC(=O)c2cnn(-c3ccccc3)c2N)c1	-9.9%[57.5 µM]
CNc1cc(N2CCN(S(=O)(=O)N(C)C)CC2)ccc1[N+](=O)[O-]	1.0%
Cc1nn(Cc2cccc(Oc3ccccc3)c2)c(C)c1NC(=O)NC12CC3CC(CC(C3)C1)C2	-1.5%
CC(/C=N/NC(=O)c1cc(-c2ccc(C)o2)[nH]n1)=C\c1ccccc1	-3.0%
O=C(Nc1ccccc1)N1N=CCC1c1ccccc1 (stereo not drawn)	3.1%
CC1(c2ccccc2)NC(=O)N(CC(=O)Nc2cc(S(=O)(=O)N3CCOCC3)ccc2Cl)C1=O (stereo not drawn)	-7.9%
Cc1ccc(C(C(=O)NCC2CCCO2)N(Cc2ccccc2)C(=O)c2ccc(-c3ccccc3)[nH]2)o1 (stereo not drawn)	6.5%
O=C(COc1cccc(Br)c1)N/N=C/C(=O)c1ccccc1	-11.4%
O=C(CNS(=O)(=O)c1ccc(Cl)cc1)N/N=C/c1ccco1	-0.3%
NC(=O)CC(NC(=O)Cc1cccc2ccccc12)c1ccc(NCCOc2ccccc2)c([N+](=O)[O-])c1 (stereo not drawn)	-5.2%[57.5 µM]
CCn1c(SCC(=O)N2CCCC2)nc2ccccc21	-2.8%
CCC1CCCCN1C(=O)c1sc2ncnc(N(CC)CC)c2c1C (stereo not drawn)	1.7%
CS(=O)(=O)N(CCC#N)Cc1ccco1	10.4%
CCNS(=O)(=O)c1ccc(NC(=O)Nc2cc(C)ccc2OC)cc1	6.7%[57.5 µM]
COc1ccc(-c2nc(=S)[nH][nH]2)cc1OC	-4.1%
CCOC(=O)C1=C(C)Nc2nnnn2C1c1ccc(OC)c(Br)c1 (stereo not drawn)	2.6%
CCn1c(C(C)NC(=O)c2ccccc2C)n[nH]c1=S (stereo not drawn)	-0.8%
O=[N+]([O-])/C=C\c1ccc(N2CCCC2)c(F)c1	6.1%
CCOc1ccc(Nc2nc(N)nc(CN3CCN(c4ccccc4F)CC3)n2)cc1	1.4%
O=c1c([N+](=O)[O-])cccn1Cc1cccc(Cl)c1	5.0%
CSc1ccc(C(=O)C2CCCN(C(=O)c3csc(C(C)=O)c3)C2)cc1 (stereo not drawn)	-0.7%
CCOc1ncccc1C(=O)N1CCN(C(=O)c2ccccc2)CC1	3.0%

High-throughput results deposited in PubChem BioAssay by National Center for Advancing Translational Sciences (NCATS).
